Screens (PubChem)
14-3-3g Raf: modulators of 14-3-3 gamma protein binding, primary screen, biochemical, fluorescence polarization. inhibition, % at 40 µM. FP, 14-3-3gamma / TMR-pS259-Raf peptide binding. 160,000 tested, 0.19% active. 14-3-3 protein gamma (Homo sapiens), P61981; in the data active = inhibition above about 30%;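 note: 0% = protein plus tracer without compound and 100% = blank with tracer alone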
Target sequence (P61981 whole entry, looked up): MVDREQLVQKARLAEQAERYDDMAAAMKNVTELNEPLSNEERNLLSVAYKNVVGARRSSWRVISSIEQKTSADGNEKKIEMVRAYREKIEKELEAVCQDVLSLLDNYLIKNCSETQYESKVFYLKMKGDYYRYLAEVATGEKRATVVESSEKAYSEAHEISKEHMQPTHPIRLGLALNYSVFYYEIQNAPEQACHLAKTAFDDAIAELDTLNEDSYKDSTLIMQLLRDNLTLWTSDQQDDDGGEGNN
Active calls of the source: *; & = joins results of further samples.

A first look, four compounds:
molecule	14-3-3g Raf
COc1ccc(CCNS(=O)(=O)c2ccc(Cl)cc2)cc1OC	-8.4
Cc1ccc(C(=O)O)cc1N1C(=O)c2ccc([N+](=O)[O-])cc2C1=O	2.5
CCCCC(C(=O)O)n1cccc1 (stereo unspecified)	-11.4
Cc1ccc2[nH]c(=O)c(C(c3nnnn3CCc3ccccc3)N3CCOCC3)cc2c1 (stereo unspecified)	1.8

This part in full, previewed entries included:
molecule	14-3-3g Raf
COc1ccc(CCNS(=O)(=O)c2ccc(Cl)cc2)cc1OC	-8.4
Cc1ccc(C(=O)O)cc1N1C(=O)c2ccc([N+](=O)[O-])cc2C1=O	2.5
CCCCC(C(=O)O)n1cccc1 (stereo unspecified)	-11.4
Cc1ccc2[nH]c(=O)c(C(c3nnnn3CCc3ccccc3)N3CCOCC3)cc2c1 (stereo unspecified)	1.8
CCn1c(-c2ccc(C(C)(C)C)cc2)n[nH]c1=S	-7.9
CC(C)OC(=O)c1c(NC(=O)COc2ccccc2[N+](=O)[O-])sc2c1CCCC2	3.5
COC(=O)c1ccc(C)c(NC(=O)c2ccc(Cn3cc([N+](=O)[O-])cn3)o2)c1	0.5
CCn1c(=O)cc(OCC(=O)N2CCCCCC2)c2ccccc21	2.0
NC(=O)c1ccc(-n2nnnc2SCc2ccc(F)cc2)cc1	-5.0&1.0
CCOC(=O)c1c(NC(=O)C2C3C=CC(C3)C2C(=O)O)sc2c1CCCC2 (stereo unspecified)	-0.6
c1ccc2cc3n[nH]nc3cc2c1	-141.2
Cc1nc(N2CCC(C)CC2)c2c(C)c(C(=O)O)sc2n1	-0.6
O=C(NC1c2ccccc2Oc2ccccc21)c1cccc(I)c1	-3.8
CCOC(=O)Cc1csc(NC(=O)C(C)(C)C)n1	4.3&-11.7
Cc1cc(C)nc(SCc2nnc(SCC(=O)NCc3ccco3)n2-c2ccccc2)n1	8.3
COc1ccc(Br)cc1C(=O)Nc1ccc2c(c1)C(=O)c1ccccc1C2=O	-2.9
O=C(Cn1c(=S)nc2ccccn21)N1CCc2ccccc2C1	-7.8
CCOC(=O)c1c(C)oc2c1c(C(c1ccc(OC)cc1)N1CCOCC1)c(O)c1ccccc12 (stereo unspecified)	5.0
Cc1c(NC(=O)c2ccc(-c3ccc(Cl)cc3)o2)cccc1-c1nc2ncccc2o1	-3.9
COc1cccc(NC(=O)Cc2c(O)c3ccccc3[nH]c2=O)c1	4.6
Cc1cc(NS(=O)(=O)c2ccc(NC(=O)c3ccccc3C(=O)O)cc2)no1	-4.3
Clc1ccccc1OCc1nc(-c2ccncc2)no1	1.4
COc1ccc(-n2nc(C(=O)Nc3ccc(OC)c(Cl)c3)c3c4ccccc4n(C)c3c2=O)cc1	3.1
CC1CC(C)CN(c2ccc([N+](=O)[O-])s2)C1 (stereo unspecified)	-17.4
Cc1ccc(CCNC(=O)C2CCCN(S(=O)(=O)c3c(C)noc3C)C2)cc1 (stereo unspecified)	-5.8
CSc1ccccc1NC(=O)c1ccoc1C	-13.6
Cc1cc2cc(CCNC(=O)c3ccccc3F)c(=O)[nH]c2cc1C	6.7
CCCc1cc(=O)n2[nH]c(C)cc2n1	-13.1
CC(C)c1ccc(C(=O)CC2(O)C(=O)N(CCCc3ccccc3)c3ccccc32)cc1 (stereo unspecified)	8.6
Cc1ccc2cc3cc(C(=O)NCc4cccs4)oc3nc2c1	7.8

Shown with values ahead of the structure: six of the compounds above.
14-3-3g Raf | Compound
-0.6 | CCOC(=O)c1c(NC(=O)C2C3C=CC(C3)C2C(=O)O)sc2c1CCCC2 (stereo unspecified)
-3.8 | O=C(NC1c2ccccc2Oc2ccccc21)c1cccc(I)c1
7.8 | Cc1ccc2cc3cc(C(=O)NCc4cccs4)oc3nc2c1
-7.8 | O=C(Cn1c(=S)nc2ccccn21)N1CCc2ccccc2C1
2.5 | Cc1ccc(C(=O)O)cc1N1C(=O)c2ccc([N+](=O)[O-])cc2C1=O
-4.3 | Cc1cc(NS(=O)(=O)c2ccc(NC(=O)c3ccccc3C(=O)O)cc2)no1

Quoted from the listing:
Under 14-3-3g Raf, COc1ccc(CCNS(=O)(=O)c2ccc(Cl)cc2)cc1OC has the entry -8.4
Under 14-3-3g Raf, CCCCC(C(=O)O)n1cccc1 (stereo unspecified) has the entry -11.4

Next part.
molecule	14-3-3g Raf
COc1cccc2cc(C(=O)OC3CCN(C)CC3)c(=O)oc12	-7.1
COc1ccc(C)cc1NC(=O)c1c(I)cnn1C	-1.2
COC(=O)CNc1nc(C2CC2)nc2c1nnn2Cc1ccccc1Cl	0.7
O=C(NCc1ccc(F)cc1)c1cnn2c(C(F)(F)F)cc(-c3ccccc3)nc12	-3.8
O=C(CNC(=O)c1ccco1)OCN1C(=O)c2ccccc2C1=O	-11.1
COc1ccc(C2CC(=O)c3cnc(NC(=O)c4cc(OC)cc(OC)c4)nc3C2)cc1 (stereo unspecified)	-5.5
COc1ccc2oc(=O)c(-c3nc(-c4ccc(Oc5ccccc5)cc4)cs3)cc2c1	-68.5
COC(=O)c1ccc(OC(=O)c2ccc(Br)o2)cc1	-6.0
COc1ccc(-c2noc(CN(C(=O)c3c(-c4ccccc4Cl)noc3C)C(C)C)n2)cc1	-0.9
Cc1cc(C)c(NC(=O)c2cc(S(=O)(=O)NCc3ccco3)ccc2F)c(C)c1	-6.6
O=C(CSc1cn(CCNC(=O)c2cccs2)c2ccccc12)NCC1CCCO1 (stereo unspecified)	5.0
O=C(COc1ccccc1)NCc1ccco1	-17.7
CC1CCN(C(=O)CCc2nc3cc(S(=O)(=O)N(C)C)ccc3n2C)CC1	-17.8
O=C(COC(=O)c1cc(Cl)nc2ccccc12)c1ccccc1	-10.3
NC(=O)C1(N2CCCCC2)CCN(C2CC(=O)N(c3ccccc3F)C2=O)CC1 (stereo unspecified)	-5.9
CC(C)(C)C1(O)CC(C(F)(F)F)=NN1C(=O)c1ccccc1F (stereo unspecified)	-7.6
Cc1nc2c(ccc3nc(NC(=O)COc4ccccc4)sc32)s1	-38.0
CC1CCN(S(=O)(=O)c2ccc3[nH]cc(C(=O)NCc4ccc5c(c4)OCO5)c(=O)c3c2)CC1	-13.6
O=C(CCc1cn(Cc2ccccc2)c2ccccc12)NCCc1ccc(Cl)cc1	-2.4
Cc1ccc2oc(-c3cc(NC(=O)c4cc([N+](=O)[O-])ccc4Cl)ccc3Cl)nc2c1	-20.7
COc1cc(C(=O)OCCN2CCOCC2)ccc1O	-6.5
COC(=O)c1cccc(-n2c3nc(=O)[nH]c(=O)c-3cc3ccccc32)c1	-14.0
CCc1ccccc1NC(=O)CCCN1C(=O)c2cccnc2C1=O	-1.3
O=C(CN1C(=O)COCC1=O)N1CCOCC1	-5.6
CCOc1ccc(C(=O)NCCc2cc3cc(C)c(C)cc3[nH]c2=O)cc1OCC	-5.5
COC(=O)c1ccc(NC(=O)CC2Sc3ccc(C(F)(F)F)cc3NC2=O)cc1 (stereo unspecified)	-6.6
CCOC(=O)N1CCC(NC(=O)C2CCCN(S(=O)(=O)c3cccnc3)C2)CC1 (stereo unspecified)	6.7
CN1CCN(C(=O)c2cnn3c(C(F)(F)F)cc(-c4ccc5c(c4)OCO5)nc23)CC1	0.1
CCOC(=O)c1ccc(S(=O)(=O)Nc2cc(C(C)(C)C)no2)cc1	0.6
COc1ccc2nc(SCc3ccc(C)cc3)[nH]c2c1	8.7

molecule	14-3-3g Raf
COCCNC(=O)CN(C)S(=O)(=O)c1ccc(Br)cc1	2.4
CNc1ccc(OC)c2c1C(=O)c1ccccc1C2=O	-171.1
Cc1ccc(C(=O)CC2(O)C(=O)N(Cc3ccccc3)c3ccccc32)c(C)c1 (stereo unspecified)	-5.3
CCOc1ccc(-c2n[nH]c(C(F)(F)F)c2Oc2ccccc2)c(O)c1C	-3.4
Cc1ccc(CCN2CC(C(=O)NCCCN3CCN(C)CC3)CC2=O)cc1 (stereo unspecified)	-0.3&3.0
O=C(Nc1ccc2c(c1)OCCO2)c1ccc(N2CC3CC(C2)c2cccc(=O)n2C3)c(NC(=O)c2ccncc2)c1 (stereo unspecified)	-1.4
CC(=O)c1cccc(NC(=O)COc2nsnc2N2CCOCC2)c1	-9.4
O=C(Nc1c2c(nn1-c1ccc(Cl)cc1)CS(=O)(=O)C2)c1ccccc1Cl	-5.8
Cc1nc2nc(CSc3nc4ccccc4s3)cc(=O)n2[nH]1	-13.0
O=C(Nc1ccc(F)cc1)c1ccc2c(=O)n(Cc3ccccc3)c(=S)[nH]c2c1	-7.8
COC(=O)c1ccc(OCC(O)CN2CCOCC2)cc1 (stereo unspecified)	-6.5
COc1ccc(Cl)cc1NC(=O)CNC(=O)Cn1c(C)cc2ccccc2c1=O	-1.7
O=C1c2ccccc2C(=O)c2c1ccc([N+](=O)[O-])c2N1CCOCC1	0.5
c1ccc(-c2nc(-c3cccnc3)no2)cc1	-3.2
O=C1CC(c2ccccc2)CC2=C1C(c1ccsc1)Nc1ccccc1N2 (stereo unspecified)	-3.2
CC(C)CCOc1cccc(C2c3c(oc4ccccc4c3=O)C(=O)N2CCCN2CCOCC2)c1 (stereo unspecified)	-5.1
Cn1cc([N+](=O)[O-])c(C(=O)n2cc(Br)cn2)n1	-10.8
Cc1ccc(Sc2c(C)nn(C(=O)COc3ccccc3)c2C)cc1	-2.1
O=C(Cn1c2ccccc2c(=O)c2ccccc21)Oc1ccccc1Cl	8.8
COc1cccc(NC(=O)CN2CCN(CC(=O)Nc3ccccc3F)CC2)c1	-8.5
CCOC(=O)c1c(NC(=O)CN2CCOCC2)sc2c1CC(C)(C)OC2	-10.8
O=C1CCC(C(=O)OCC(=O)C23CC4CC(CC(C4)C2)C3)N1 (stereo unspecified)	4.8
NC1C2CN(c3nc4c(cc3F)c(=O)c(C(=O)O)cn4-c3ccc(F)cc3F)CC12 (stereo unspecified)	-9.0
CC(C)COc1ccc2c(c1)c1c3c([n+](C)ccn32)CCC1	-0.8
Cc1nc2c(C(=O)NC3CCCCCCC3)cnn2c(C)c1Cc1ccccc1	-4.9
CC1=C(C(=O)Nc2cccc(C(F)(F)F)c2)C(c2cccc(Cl)c2)C2=C(CC(C)(C)CC2=O)N1 (stereo unspecified)	-1.6
CCOc1ccc(CN2CCC(C(=O)N3CCN(c4ccccc4F)CC3)CC2)cc1OC	-9.2
CC=CCn1c(N(C)Cc2ccccc2)nc2c1c(=O)[nH]c(=O)n2C	-19.1
O=C(c1cc(-c2ccccc2)nc2ccccc12)n1cnc2ccccc21	12.3
Cc1[nH]n(-c2ccccc2)c(=O)c1C(N)=NC(=O)c1ccccc1	-3.9

SMILES,14-3-3g Raf
CCN(CC)S(=O)(=O)c1ccc(C(=O)Nc2cccc3c2C(=O)c2ccccc2C3=O)cc1,-8.3
NS(=O)(=O)c1ccc(CCNS(=O)(=O)c2ccc3c(c2)CCN3C(=O)C2CC2)cc1,1.5
COC(=O)c1ccccc1NC(=O)Cn1c(=O)n(-c2cccc(F)c2)c(=O)c2ccccc21,-5.0
O=C(OC(c1ccccc1)c1nccc2ccccc12)c1ccco1 (stereo unspecified),10.4
Cc1cc2c(=O)n(CC(=O)NCc3ccccn3)cnc2s1,4.9
Cc1nnc2sc(-c3ccccn3)nn12,-5.0
O=C(CN1C(=O)CCNC1=O)N1CCN(Cc2ccccc2)CC1,-0.9
Cc1ccc(-c2nnc(-c3cc(-c4ccccc4)nc4ccccc34)o2)cc1,2.8
CC(NC(=O)COC(=O)CCNC(=O)c1ccco1)C12CC3CC(CC(C3)C1)C2 (stereo unspecified),-1.0
CCCOc1cccc(C(=O)Nc2ccc(NC(=O)c3ccco3)c(Cl)c2)c1,-14.5
C=CCn1c(=N)c(C(=O)NC)cc2c(=O)n3cccc(C)c3nc21,2.0
COc1cc(S(=O)(=O)N2CCC(C)CC2)ccc1Cl,3.0
CCn1c2ccccc2c2cc(CN3CCN(S(=O)(=O)c4ccc([N+](=O)[O-])cc4)CC3)ccc21,8.7
Cc1ccc(Cl)cc1NC(=O)C(C(C)C)N1C(=O)c2ccccc2C1=O (stereo unspecified),0.1
O=C(Nc1ccc(Br)cc1)c1cc(S(=O)(=O)N2CCOCC2)ccc1F,-5.5

SMILES,14-3-3g Raf
O=C(O)CCn1ccnc1-c1ccccc1,-0.6&-1.1
Cc1ccc(CSC2=Nc3ccccc3C3=NC(CCC(=O)NC4CCCCC4)C(=O)N23)cc1 (stereo unspecified),-9.6
O=C(CSc1nnc(COc2ccc3c(c2)CCCC3)o1)Nc1ccc(Cl)cc1,-3.5
Cc1cccc(NC(=O)c2c(-c3ccccc3Cl)noc2C)c1NC(=O)c1ccccc1,-12.3
Cc1ccc2c(c1)N(CCC(=O)NC(C)c1ccccc1)C(=O)CO2 (stereo unspecified),3.3
O=C1c2cccnc2C(=O)N1Cc1cccs1,-5.6
O=c1nc(N(c2ccccc2)c2ccccc2)[nH]c(=O)[nH]1,-5.8
CCc1ccc(CN2C(=O)CCC2(C)C(=O)NC2CCCCCC2)cc1 (stereo unspecified),1.2
O=C(C(Cc1ccccc1)NS(=O)(=O)c1ccc(Br)s1)N1CCN(c2ccc(F)cc2)CC1 (stereo unspecified),15.7
CCN(CC)C(=O)CN(c1ccccc1OC)S(=O)(=O)c1ccc(C)cc1,-3.7
CCOC(=O)C1=C(N)Oc2c(oc(CO)cc2=O)C1c1c(F)cccc1Cl (stereo unspecified),-2.1
CC(C)(C)n1nc2c(c1NC(=O)c1ccc(S(=O)(=O)N3CCOCC3)cc1)CS(=O)C2 (stereo unspecified),-2.9
Cc1cccc(NC(=O)CSC2=Nc3ccccc3C3=NC(c4ccccc4)C(=O)N23)c1 (stereo unspecified),-40.8
COc1ccc(NC(=O)c2c(N)sc3c2CCCC3)cc1,-49.0
CC1Oc2ccccc2C=C1C1/C(=C(/O)c2ccccc2)C(=O)C(=O)N1CCCN(C)C (stereo unspecified),6.2
C=CCNC(=O)c1cc2c(=O)n3ccccc3nc2n(CC=C)c1=N,-13.4

3 compounds drawn at random from those above, as already listed:
SMILES,14-3-3g Raf
O=C1c2cccnc2C(=O)N1Cc1cccs1,-5.6
O=C(CSc1nnc(COc2ccc3c(c2)CCCC3)o1)Nc1ccc(Cl)cc1,-3.5
CC1Oc2ccccc2C=C1C1/C(=C(/O)c2ccccc2)C(=O)C(=O)N1CCCN(C)C (stereo unspecified),6.2

These rows are one share of the data. The share of hits here may be higher or lower than overall.
